Screening results (PubChem BioAssay)
aSyn 5UTR inh – MLPCN primary screen, SNCA 5' untranslated region; alpha-synuclein 5'UTR reporter, inhibitor activity; inhibition, % (tested at 7.5 µM); 300,000 tested, 0.82% active; AID 1813, 2009; in the data active = inhibition above about 60%;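 also: H4 neuroglioblastoma cells stably carrying SNCA 5'UTR luciferase fusion; 0% = DMSO wells and 100% = positive control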
HSP90 inh – HSP90 inhibitors, primary screen, cell lysate, luminescence; inhibition, % at 5.6 µM; Rabbit reticulocyte lysate, luciferase refolding luminescence, 3 h; Heat shock protein HSP 90 (rabbit reticulocyte lysate; luciferase refolding); 290,000 tested, 0.91% active;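 active = inhibition above the screen-wide mean plus 3 SD, computed separately per campaign, cut at about 16% in these data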;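 also: 0% = DMSO wells and 100% = 60 µM geldanamycin wells; inhibitors lower the luminescence because luciferase stays unfolded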
GSK3beta inhib – human GSK3beta kinase inhibitors, primary screen, biochemical, cell-free homogeneous, HTS | activity score (negative = inhibition), % at 10 µM | 300,000 tested, 0.038% active | AID 2097, 2009 | Glycogen synthase kinase-3 beta (Homo sapiens), P49841 | GST-GSK3beta kinase, ADP-Glo luminescence, 60 min; active compounds read low;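 active = more than half of replicate wells score below -50%, meaning over 50% inhibition versus plate controls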;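 also: 0% = median DMSO wells and -100% = median GW8510 positive control wells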
Target sequence (P49841 whole entry, looked up): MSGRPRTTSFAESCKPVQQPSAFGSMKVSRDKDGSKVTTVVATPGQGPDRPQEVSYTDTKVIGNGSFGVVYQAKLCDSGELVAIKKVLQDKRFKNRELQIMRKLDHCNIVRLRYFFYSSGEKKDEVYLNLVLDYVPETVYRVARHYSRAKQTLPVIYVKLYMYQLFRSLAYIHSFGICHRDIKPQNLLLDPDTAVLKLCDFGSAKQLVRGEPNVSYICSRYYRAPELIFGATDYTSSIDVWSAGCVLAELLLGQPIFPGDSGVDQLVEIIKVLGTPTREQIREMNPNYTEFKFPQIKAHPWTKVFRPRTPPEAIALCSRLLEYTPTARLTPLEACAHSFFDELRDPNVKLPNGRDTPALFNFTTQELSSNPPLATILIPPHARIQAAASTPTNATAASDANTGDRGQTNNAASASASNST
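Test system – GST-tagged human GSK3beta kinase, cell-free · Incubation – 60 min enzyme reaction, room temperature · Signal – ADP-Glo luminescence · Also added – peptide substrate and ATP at 25 µM · Controls – DMSO neutral wells and GW8510 at 20 µM as positive · Buffer or medium – Tris/MgCl2 kinase buffer · Measure – Luminescence-derived activity versus plate DMSO and GW8510 wells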
KLF5 inhibitor – KLF5 expression inhibitors, primary screen, DLD-1 cells, luminescence. AID 1700, 2009. 290,000 tested, 0.23% active. inhibition, % at 5 µM. DLD-1 KLF5 promoter-luciferase reporter;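 active = inhibition above a per-plate limit of that plate's mean compound inhibition plus 3 SD, cut at about 60% in these data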;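 also: 0% = DMSO wells and 100% = LY294002 at 200 µM; higher means less KLF5 promoter-driven luciferase light; inactives centre near -14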
GSK3 alpha inh – blockers of GSK3A enzyme activity – biochemical, luminescence, cell-free homogeneous, HTS, primary screen. Glycogen synthase kinase-3 alpha (Homo sapiens), P49840. GSK-3 alpha kinase, ADP-Glo luminescence, 60 min. inhibition, % at 10 µM. 320,000 tested, 0.1% active. AID 2650, 2010;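 in the data active = inhibition above about 50%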;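 also: GST-tagged GSK-3 alpha with peptide substrate and 25 µM ATP; 0% = DMSO neutral wells and 100% = GW8510 positive control wells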
Target sequence (P49840 whole entry, looked up): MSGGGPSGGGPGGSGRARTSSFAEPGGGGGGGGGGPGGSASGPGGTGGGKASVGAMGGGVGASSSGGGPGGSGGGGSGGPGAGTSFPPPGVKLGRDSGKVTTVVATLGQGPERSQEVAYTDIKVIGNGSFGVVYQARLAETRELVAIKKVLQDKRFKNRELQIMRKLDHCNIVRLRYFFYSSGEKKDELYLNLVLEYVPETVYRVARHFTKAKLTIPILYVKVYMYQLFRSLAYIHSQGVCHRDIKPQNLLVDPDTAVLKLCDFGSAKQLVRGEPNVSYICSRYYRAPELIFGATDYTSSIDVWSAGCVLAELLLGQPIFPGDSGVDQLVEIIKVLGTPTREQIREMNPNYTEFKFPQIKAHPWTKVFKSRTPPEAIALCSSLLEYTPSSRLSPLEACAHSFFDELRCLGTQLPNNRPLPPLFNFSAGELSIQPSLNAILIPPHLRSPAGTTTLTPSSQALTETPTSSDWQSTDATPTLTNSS
Platelet DG rel – inhibitors of platelet dense granule secretion, primary screen, cell-based, MLPCN, human platelets; human platelet-rich plasma, SFLLRN dense granule ATP release, luminescence; inhibition, %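 (compounds screened at 7.5 µM in platelet-rich plasma)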; 300,000 tested, 0.22% active; AID 1663, 2009;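 active = mean replicate score, as percent of positive control, at or above 50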
HSF1 inh – HSF1 inhibitors in luciferase reporter cells, primary screen, cell-based, NIH3T3, luminescence. NIH3T3-HGL HSE-luciferase, MG132-induced, luminescence 8 h; active compounds read low. activity change, negative = inhibition, % at 7.5 µM (by protocol). 300,000 tested, 0.77% active;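 active = more than half of replicate wells show activity change below -50%, luminescence cut by over half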;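 also: luciferase reports HSF-1 transcriptional activity via heat shock element; 0% = median of DMSO wells and -100% = zero luminescence signal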
IEC-6 tox – cytotoxicity in IEC-6 intestinal epithelial cells, primary screen, cytotoxicity control for KLF5 inhibitor project, cell-based, luminescence; IEC-6 cytotoxicity, luminescence viability; inhibition, % at 5 µM; AID 1825, 2009; 290,000 tested, 0.78% active; in the data active = inhibition above about 22%;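 also: 0% = plate median of test compound wells and 100% = cytotoxic reference compound wells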
Dyrk1A ADPGlo – rat Dyrk1A kinase inhibitors, primary screen, biochemical, single point, plate reader; AID 504441, 2011; Dual specificity tyrosine-phosphorylation-regulated kinase 1A (Rattus norvegicus), Q63470; 310,000 tested, 0.43% active; inhibition, % at 12.5 µM; ADP-Glo luminescence, NFATc1 peptide; in the data active = inhibition above about 50%;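 also: plate controls were vehicle with enzyme for no effect and no enzyme for full effect; many of its hits are not listed in these tables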
HSF-1 act – HSF-1 activators, primary screen, NIH3T3-HGL cells, MG132 stress, luminescence, single point; NIH3T3-HGL HSF-1 luciferase reporter, 8 h; 100% = twice DMSO control signal; activation, % at 9 µM; 300,000 tested, 1.7% active;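 active = mean replicate activation of at least 50% with a set share of replicates each reaching 50%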;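 also: 0% = median of the neutral control wells and 100% = twice that signal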
* hit, by the source's call; · = no result given. A portion of the library. The share of hits here may be higher or lower than overall.

Second line of a record – aSyn 5UTR inh, HSP90 inh, GSK3beta inhib, KLF5 inhibitor, GSK3 alpha inh, Platelet DG rel, HSF1 inh, IEC-6 tox, Dyrk1A ADPGlo, HSF-1 act
1	COc1cc(CC(=O)OCC(=O)Nc2ccc(Cl)c(S(=O)(=O)N(C)C)c2)cc(OC)c1OC
  0, -5, 2, -4, -2, 0, -6, -1, -1, -4
2	CC(=O)NC1(C(F)(F)F)C(=O)NC(C)=C1C#N (stereo not drawn)
  14, 0, -3, -22, 2, -7, -36, 3, 2, -46
3	COc1ccccc1CNC(=O)c1cccc(S(=O)(=O)N2CCN(C)CC2)c1
  1, 0, 4, 4, 0, -2, -9, 0, -4, 7
4	O=c1c2sc3nc(N4CCOCC4)c4c(c3c2nnn1Cc1ccccc1)CCCC4
  18, -3, -4, -13, 0, -15, -4, 0, 1, 16
5	O=C(CC1c2ccccc2Oc2ccccc21)NCc1ccco1
  12, -1, 0, -7, 2, -7, 1, -2, -2, -1
6	CC1(C)CC(NC(=O)c2sc3cc(Cl)ccc3c2Cl)CC(C)(C)N1
  35, 3, -2, -6, -1, 2, -1, 5, 7, 10
7	Cc1cc2ccccc2c(=O)n1CC(=O)NC1CCCCCC1
  4, -4, -1, -24, -1, 9, 3, -2, -5, -15
8	CC(C)(C)c1nnc2sc(SCC(=O)c3cccs3)nn2c1=O
  -27, 4, 0, -15, -2, -1, 18, 1, -3, 18
9	Cc1ccccc1-c1nn(-c2ccc(F)cc2F)cc1CNC1CC1
  12, 1, 3, -17, -2, 8, 11, -6, 3, 19
10	CCOCCn1ccc2c(OCC(=O)Nc3ccccc3F)cccc2c1=O
  -15, ·, 1, ·, ·, 12, 12, ·, -8, 4
11	Cn1ncc([N+](=O)[O-])c1C(=O)N/N=C/c1c[nH]c2ccccc12
  7, 3, -1, -14, -1, 1, -7, -6, 5, -1
12	Cc1ccc(C(=O)Nc2cccc(-c3cnc4ccccc4n3)c2)cc1
  27, -1, 0, -4, -1, 1, -61*, -2, 4, -67
13	Cc1cc2nc(/C(C#N)=C/c3ccncc3)[nH]c2cc1C
  -62, -3, -3, -15, 0, 4, 3, 2, 3, -2
14	CCc1ccc(O)c(N=Cc2cccc(C)c2O)c1
  -131, 1, 0, -14, 2, 8, -6, -2, -4, 3
15	S=C(NCc1ccccc1)NCC1COc2ccccc2O1 (stereo not drawn)
  -61, 4, 2, -24, -4, -11, 1, -2, 5, 11
16	Cc1ccc(NC(=O)CSc2nnc(-c3ccccn3)n2N)c(Br)c1
  9, 1, 2, 4, 2, -12, 1, 0, ·, 14
17	COc1ccc(NS(=O)(=O)c2cccc(C(=O)NCC(c3ccccc3OC)N3CCCC3)c2)cc1 (stereo not drawn)
  -10, ·, 2, ·, 2, -20, 2, ·, 8, 9
18	CCO[C@@H]1OC(C(=O)N2CCN(Cc3ccccc3)CC2)=C[C@H](C)[C@H]1CCCO
  -5, -2, 1, -3, -3, -3, -34, 1, 1, -47
19	CCN(CC)c1nc2c(c(=O)[nH]c(=O)n2C)n1Cc1ccccc1
  13, 0, -2, -45, 2, -2, -2, 1, -2, -4
20	COc1ccc(C(CCNCc2ccc(N(C)C)cc2)c2ccccc2OC)cc1 (stereo not drawn)
  2, 6, 4, -1, -4, 8, -5, 10, 12, -2
21	COc1ccccc1CN1CCC(CNS(=O)(=O)c2cc(-c3onc(C)c3C)ccc2OC)CC1
  -27, 1, -3, -32, 0, -19, 8, 18, 0, 17
22	Brc1ccc(N=Cc2ccccn2)cc1
  -73, 2, -3, -35, -2, 5, 6, -6, 3, 36
23	Cc1cc(C)cc(NC(=O)CC23CC4CC(C2)CC(n2nnc(C)n2)(C4)C3)c1
  3, 4, -1, -13, -4, 14, 5, -5, 3, 37
24	Cc1cccc(Sc2ccc([N+](=O)[O-])cc2[N+](=O)[O-])n1
  -21, 2, 6, -22, -3, 13, 10, 7, -4, 21
25	N#C/C(=N\Nc1cc(Cl)cc(Cl)c1)c1nnc2n1CCCCC2
  11, -1, 0, -24, ·, 2, -2, -3, 2, 21
26	CCOC(=O)c1ccc(Nc2cc(C)nc(C)c2C(=O)OCC)cc1
  5, 1, 0, 0, 4, 14, -6, -1, 1, 1
27	O=C(Nc1ccccc1O)N1c2ccccc2Sc2ccccc21
  -13, 5, 1, -60, -2, -9, -8, 1, 7, -5
28	CCCCC(=O)OCc1nc(N)nc(Nc2ccccc2C)n1
  -60, 2, 1, 19, 3, 3, 18, -7, 2, 28
29	CCOc1cc(/C=C/C(=O)O)ccc1OCCOc1ccc(F)cc1
  2, -1, 3, -4, 1, -9, 4, -3, -7, 2
30	Cc1ccc(O)c(NC(=O)CCC2CCCCC2)c1
  -152, 0, 0, -105, -3, -1, 78, -2, -2, 151*
31	O=c1c(C(c2ccc(O)cc2)c2c(O)nc3n(c2=O)CCCS3)c(O)nc2n1CCCS2
  13, 1, 1, -11, -2, -1, -11, -7, 12, -1
32	Cn1c(=O)c2c(nc(SCC(=O)c3cccs3)n2Cc2ccc(F)cc2)n(C)c1=O
  29, -2, -3, 19, 2, -2, 10, -9, 11, -5
33	CC(C)C[C@H](NC(=O)N1CCn2c1nc1ccccc12)C(=O)NCC1CCCO1 (stereo partly drawn)
  2, 0, -1, -6, -3, 8, 0, 3, -3, 2
34	CCCS(=O)(=O)C(=C(Nc1ccc(OC)cc1)Nc1ccc(OC)cc1)S(=O)(=O)CCC
  35, -2, -2, 5, -2, -1, -2, 1, -3, 7
35	FC(F)(F)c1ccc(-c2nnc(-c3cccnc3)o2)cc1
  -88, -2, 1, -45, -3, -4, -6, -3, -6, 9
36	CCC(CC)NC(=O)c1cc([N+](=O)[O-])ccc1N1CCOCC1
  9, -1, 1, -11, 0, 1, -8, -4, -5, -16
37	Cc1ccccc1NC(=O)C(Cc1ccccc1)n1cccc1 (stereo not drawn)
  -6, -4, 2, -15, 0, -12, -2, -5, 3, 9
38	COc1ccc2cc(C(=O)OC(C)C)sc(=O)c2c1OC
  -54, 3, 3, 8, -2, -8, 5, 5, 6, 4
39	CCOc1ccc(CN2CCNC(=O)C2CC(=O)NCCCC2CCCC2)cc1 (stereo not drawn)
  0, 4, -2, -45, -1, -2, -1, -1, -4, 10
40	COCCn1c(SCC(=O)c2ccc(F)cc2)nnc1C(C)C
  7, 0, 7, -2, -1, -3, 4, -1, -3, 8
41	COc1ccc(C(C(=O)NC2CCCCC2)N(C(=O)CCl)c2ccc(C)cc2)cc1 (stereo not drawn)
  24, 1, 5, -19, -1, 2, 2, 2, 4, -18
42	COCC(C)NC(=S)NCCc1ccc(Cl)cc1Cl (stereo not drawn)
  3, 1, -2, -29, -2, -11, -13, -8, 1, 1
43	CCCCn1c(=O)n(Cc2cccc(F)c2)c(=O)c2c1ncn2Cc1ccco1
  17, 2, 4, 6, -3, 2, -5, -4, 1, 11
44	O=C(CN1CCCCC1)Nc1cccc(Cl)c1Cl
  -12, 2, 1, -33, 2, -4, -1, 3, 3, 16
45	O=c1[nH]cnc2sc3c(c12)CN(Cc1ccccc1)CC3
  -4, -1, -8, -12, 15, 2, 0, -4, 10, -10
46	Cn1c(=O)c2c(nc(Br)n2Cc2ccccc2Cl)n(C)c1=O
  -10, 3, 2, -11, 0, 4, 14, 4, -3, 5
47	O=C(/C=C/c1ccccc1[N+](=O)[O-])N1CCN(c2ccccc2F)CC1
  -2, 4, 0, 7, -2, 4, 6, -1, -3, 6
48	COc1ccc(C2C(C#N)=C(C)NC3=C2C(=O)c2ccccc23)cc1 (stereo not drawn)
  8, 0, 1, 15, 0, 2, 1, -4, -4, 13
49	Cc1c(C)n(-c2ccccc2)c2ncnc(NCCCN(C)C)c12
  6, 0, -2, -4, 1, -12, 2, 2, -2, 9
50	CC(=O)NC1C(=O)N=C(SCC(=O)NC2CCCCC2)NC1=O (stereo not drawn)
  -5, -2, -1, -17, -2, 3, 0, -6, -7, -11
51	CCS(=O)(=O)n1nc(-c2ccco2)nc1N
  -24, -3, 2, 26, -2, 0, 1, -3, 1, -1
52	NC(N)=Nc1nc(-c2ccccc2)c2ccccc2n1
  13, 5, -3, 3, 14, 6, -6, 6, 6, -5
53	CC(C)(C)C1CCc2onc(C(=O)NCc3ccc(F)cc3)c2C1 (stereo not drawn)
  12, 4, -1, -4, -2, 2, -4, 3, ·, -8
54	CN(CC(=O)NC1CC1)S(=O)(=O)c1cc(Cl)ccc1Cl
  7, -4, 1, 2, 0, 1, 4, -3, -3, 29
55	CC(C)NC(=O)c1ccccc1NC(=O)CS(=O)(=O)Cc1ccccc1
  -2, -1, ·, 19, 1, -5, 0, 4, -4, 10
56	Cc1ccc(C(=O)NCCCNC(=O)c2ccccn2)cc1
  17, -3, 3, -18, 5, 17, -3, -5, -9, 6
57	Cc1c(C)n(CC(O)CN2CCN(C)CC2)c2ccccc12 (stereo not drawn)
  18, 0, -24, -16, -2, -1, -9, 0, 10, 1
58	CCOC(=O)C1=C(c2ccccc2)OC(N)=C(C#N)C1c1ccc(Cl)s1 (stereo not drawn)
  -38, 5, 1, 12, 2, -12, 6, 1, -3, 23
59	COc1ccc(C)cc1S(=O)(=O)N(CC(N)=O)Cc1ccccc1
  8, -2, 2, -38, -3, 4, -6, 0, -2, -10
